KCNH2 3.1 inh = qHTS for Inhibitors of KCHN2 3.1: Mutant qHTS; Potassium voltage-gated channel subfamily H member 2, brain isoform KCNH2 3.1 (human); U2OS KCNH2 3.1, thallium flux FluxOr; active compounds read low; activity change, % (tested at about 1.8 µM); 0.95% of 340,000 active; AID 720553, 2013;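 active means maximum activity change below -70%; inconclusive means maximum activity change from -70% to -50%; inactive means maximum activity change above -50%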;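 further: thallium influx rate constant from kinetic fluorescence after stimulation buffer; on the % scale 0 is the no-effect control and ±100 the full control effect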
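Thallium flux read-out: FluxOr dye with Red40 quencher in HBSS/HEPES, 45 min at RT. Rate constants from kinetic reads were normalized to positive and negative DMSO controls. Cells: U2OS virally expressing the 3.1 isoform.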
MBNL1-CUG inh = qHTS Assay for Inhibitors of MBNL1-poly(CUG) RNA binding; AID 2675, 2010; Potency, µM (titrated, usually from 57.5 µM), inactives show at the top dose activity change, negative = inhibition, most hits filed as inhibitors; TR-FRET MBNL1-His/biotin-(CUG)12 binding, 665/545 ratio; 0.036% of 280,000 active; Muscleblind-like protein 1 (Homo sapiens), Q9NR56; active means well fitted inhibition curve with a large enough effect in the signal ratio, with a control signal flat, not every such curve was filed as active; inconclusive means small, poorly fitted or top-dose-only effect, or effect the other way, or a change in a side signal; inactive means no such curve, though single readings can be large or run the other way; the % refers to the signal ratio; further: potency means the concentration at half of the fitted maximal effect; on the % scale 0 is the no-effect control and ±100 the full control effect
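MBNL1-His + Biotin-(CUG)12, cpd titration 92 nM–58 uM; Tb anti-His Ab 0.055 ng/ul, SA-XL665 5 nM (final); 60 min RT; ratiometric 665/545 nm, Ex 340 nm; normalized to buffer and full-complex controls.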
ASM inhibitor = Inhibitors of Secretory Acid Sphingomyelinase (S-ASM): qHTS. placental ASM, HMU-PC fluorogenic substrate, 60 min. Potency, µM (highest dose often 57.5 µM), for inactives: at the top dose activity change, negative = inhibition, actives largely listed as inhibitors. 0.006% of 340,000 active. AID 504937, 2011; further: potency means the concentration at half of the fitted maximal effect
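HMU-PC0 cleavage (9 uM final) by human placental ASM, 60 min at 37 °C following 10 min compound exposure at RT; stopped at pH 10, fluorescence Ex 386/Em 447 nm.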
GALK inh = qHTS Assay for Inhibitors of Human Galactokinase (GALK). P51570. Purified GALK, Kinase-Glo residual ATP luminescence. Potency, µM (highest dose often 57.5 µM), for the others: top-dose activity change, negative = inhibition, usual class: inhibitors. 0.007% of 270,000 active; further: potency means the concentration at half of the fitted maximal effect; on the % scale 0 is the no-effect control and ±100 the full control effect
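ATP-depletion format; final 35 uM ATP, 100 uM D-galactose, 5 nM enzyme; pH 8.0 HEPES/Mg2+ buffer; 60 min RT; luminescence read 10 min after detection reagent.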
FBPA coupling cs = qHTS Assay for Inhibitors of Fructose-1,6-bisphosphate Aldolase from Giardia Lamblia: Coupling assay counterscreen | coupling enzyme system counterscreen, AmpLite Red fluorescence | activity change, negative = inhibition, % at 58.2 µM, hits read low | 0.67% of 290,000 active | AID 2472, 2010; in the data active means activity change below about -30%; further: on the % scale 0 is the no-effect control and ±100 the full control effect
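Compounds tested against the coupling enzymes alone at 57.5 uM final; readout was AmpLite Red fluorescence (525/598 nm) after 20 min at RT.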
AT treatment = qHTS Assay for Identifying a Potential Treatment of Ataxia-Telangiectasia. […] A-T fibroblasts, KAP-1 phosphorylation AlphaLISA; neocarzinostatin DNA damage 30 min before lysis. Potency, µM (highest dose often 57.5 µM), for inactives: top-dose activation, actives largely listed as activators. 0.19% of 320,000 active. AID 485349, 2010; further: potency means the concentration at half of the fitted maximal effect; % of control where 0% means no effect; nearly all actives have a fitted effect of over 45% in size
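ATM-like activity read as KAP-1 phosphorylation via AlphaLISA donor/acceptor antibody pairs after lysis and 6 hr at 25C. Cells were ATM-null patient fibroblasts ([…], hTERT), dosed 60 min, then exposed to the DSB inducer NCS for 30 min.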
a7 integrin act = qHTS for Activators of Integrin-Mediated Alleviation for Muscular Dystrophy; alpha7betagal myoblasts, beta-gal FDG fluorescence, 48 h; Potency, µM (titrated, usually from 38.3 µM), inactives show top-dose activation, actives largely listed as activators; 0.064% of 350,000 active; AID 624291, 2012;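 further: potency means the concentration at half of the fitted maximal effect; 100% = response of the positive control SU9516; nearly all actives have a fitted effect of over 60% in size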
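alpha7betagal+/- myoblasts (passage 13, 250/well) treated 48 h at 37C with compounds at 1:260 dilution of DMSO stock. Lysed, then beta-galactosidase activity read as FDG fluorescence (ex 480/em 540) after 30 min, with pre-read for autofluorescence.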
TRPV1 ag = HTS Assay for Compounds that Act as Agonists of the Vanilloid Receptor 1; Transient receptor potential cation channel subfamily V member 1 (Homo sapiens), Q8NER1; TRPV1-expressing cells, Fluo-8 calcium influx, agonist mode; activation, % at 8.33 µM; 0.19% of 320,000 active; in the data active means activation above about 80%; inconclusive means between about 30% and that limit; further: 0% is about no effect
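TRPV1-expressing cells were cultured overnight at 35.5C and loaded with Fluo-8 calcium dye for 40 to 90 min at room temperature. After a 10 s baseline, compound was added and calcium influx was read kinetically for 3 min (ex 480/em 520 nm).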
CXXC DNA block = qHTS Fluorescence Polarization Assay for Inhibitors of MLL CXXC domain - DNA interaction; MLL-CXXC / FITC-HOXA9 DNA fluorescence polarization; Potency, µM (doses to about 115 µM), inactives show at the top dose activity change, negative = inhibition, actives largely listed as inhibitors; 0.037% of 290,000 active; active means well fitted inhibition curve with a large enough effect in the polarisation, with a control signal flat, not every such curve was filed as active; inconclusive means small, poorly fitted or top-dose-only effect, or effect the other way, or a change in a side signal; inactive means no such curve, though single readings can be large or run the other way; the % refers to the polarisation; further: potency means the concentration at half of the fitted maximal effect
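Steps: dispense CXXC domain solution (7 uM) → pin compounds or unlabeled HOX-A9 DNA control → 5 min ambient → add FLSN-HOX-A9 solution (50 nM) → spin → 30 min ambient → fluorescence polarization. Tris pH 7.5/NaCl/DTT/BSA buffer.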
KCNH2 WT inh = qHTS for Inhibitors of KCHN2 3.1: Wildtype qHTS. Voltage-gated inwardly rectifying potassium channel KCNH2 (Homo sapiens), Q12809. U2OS, BacMam KCNH2, thallium flux FluxOr; active compounds read low. activity change, % at 1.84 µM. 0.37% of 340,000 active. AID 720551, 2013;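 active means maximum activity change below -70%; inconclusive means maximum activity change between -70% and -50%; inactive means maximum activity change above -50%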; further: on the % scale 0 is the no-effect control and ±100 the full control effect
Target sequence (Q12809 whole entry, looked up): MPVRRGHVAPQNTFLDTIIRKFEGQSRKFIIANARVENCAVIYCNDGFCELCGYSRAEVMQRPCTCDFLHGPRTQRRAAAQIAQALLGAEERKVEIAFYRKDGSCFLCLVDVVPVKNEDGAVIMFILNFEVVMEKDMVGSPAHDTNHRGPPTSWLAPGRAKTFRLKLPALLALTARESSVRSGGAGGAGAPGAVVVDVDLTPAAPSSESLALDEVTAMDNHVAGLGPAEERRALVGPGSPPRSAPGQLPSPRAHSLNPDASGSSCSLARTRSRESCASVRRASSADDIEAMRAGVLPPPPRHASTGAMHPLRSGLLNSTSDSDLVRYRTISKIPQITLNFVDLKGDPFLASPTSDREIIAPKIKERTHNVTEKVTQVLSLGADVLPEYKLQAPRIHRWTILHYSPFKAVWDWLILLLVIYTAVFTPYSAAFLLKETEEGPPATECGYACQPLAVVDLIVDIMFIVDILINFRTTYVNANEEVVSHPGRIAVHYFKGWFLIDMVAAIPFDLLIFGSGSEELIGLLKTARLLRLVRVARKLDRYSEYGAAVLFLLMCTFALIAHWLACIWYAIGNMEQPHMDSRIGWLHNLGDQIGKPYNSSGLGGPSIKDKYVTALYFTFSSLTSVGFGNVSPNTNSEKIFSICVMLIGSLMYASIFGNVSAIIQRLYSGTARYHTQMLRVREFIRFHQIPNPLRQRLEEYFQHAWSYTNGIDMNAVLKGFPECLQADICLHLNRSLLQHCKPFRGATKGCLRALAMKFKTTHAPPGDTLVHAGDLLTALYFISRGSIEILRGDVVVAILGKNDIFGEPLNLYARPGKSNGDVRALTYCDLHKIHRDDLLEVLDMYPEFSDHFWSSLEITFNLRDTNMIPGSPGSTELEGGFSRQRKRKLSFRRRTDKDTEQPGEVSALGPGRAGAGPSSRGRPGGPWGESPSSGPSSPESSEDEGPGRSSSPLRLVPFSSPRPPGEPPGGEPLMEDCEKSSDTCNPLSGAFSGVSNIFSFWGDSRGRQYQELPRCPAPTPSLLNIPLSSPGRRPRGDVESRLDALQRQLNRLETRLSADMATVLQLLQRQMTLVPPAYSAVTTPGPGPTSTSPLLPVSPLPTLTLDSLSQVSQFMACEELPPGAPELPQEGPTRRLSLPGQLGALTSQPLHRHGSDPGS
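U2OS cells transduced with wild-type KCNH2 virus are loaded with FluxOr dye for 45 min, and thallium flux is measured in kinetic reads before and after stimulation buffer. Rate constants are normalized to DMSO controls.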
* hit, by the source's call; ? = inconclusive; nt = not tested or not shown; [ ] = another dose, or the depositor's remark. Unless noted, the call rests on the fitted dose curve; in most records, active means well fitted curve in the direction sought with a large enough effect; inconclusive means small, poorly fitted or top-dose-only effect, or another doubt; inactive means no such curve, though single readings can be large; an effect the other way counts as inactive or inconclusive.

SMILES | KCNH2 3.1 inh | MBNL1-CUG inh | ASM inhibitor | GALK inh | FBPA coupling cs | AT treatment | a7 integrin act | TRPV1 ag | CXXC DNA block | KCNH2 WT inh
O=S(=O)(c1cccc(NC(=S)NCc2ccco2)c1)N1CCOCC1 | -13 | -15% | 4% | 3% | -1 | -1% | 5% | 1 | 2% | -13
COc1ccc(C2CC(c3c(Cl)cccc3Cl)n3nc(N)nc3N2)cc1 (configuration not stated) | 0 | -5% | 10% | 1% | -9 | -6% | 18% | nt | 0% | 5
Cc1cccc(N(CC(=O)Nc2cccnc2)S(C)(=O)=O)c1 | -2 | -13% | 1% | 1% | 4 | -1% | -7% | -2 | -1% | -1
CCCc1[nH]nc2c1C(c1ccc(O)c(OC)c1)C(C#N)=C(N)O2 (configuration not stated) | 7 | 5% | -4% | 2% | -1 | 4% | -31% | -3 | -4% | -5
COc1ccc2c(c1OC)C(=O)OC2Nc1nc(-c2ccccc2)cs1 (configuration not stated) | 0 | -6% | 1% | -3% | 0 | -2% | -59%[inhibitor] | 4 | -7% | 27
CCOC(=O)C1=C(c2ccccc2)NC(=O)NC1c1ccc(O)c(OCC)c1 (configuration not stated) | -11 | 4% | 3% | 0% | 0 | -2% | 0% | -4 | 0% | -5
O=C(COC(=O)c1ccc(Cl)cc1)NC1CCCCCC1 | 18 | nt | 2% | nt | nt | 5% | -3% | 20 | nt | -16
Cc1cccc(NC(=O)CSc2nnc(-c3n[nH]c4ccccc34)o2)c1 | 10 | 31%[activator] | -1% | 1% | 2 | 0% | -3% | -3 | 7% | -6
COc1ccc(NS(=O)(=O)c2cccc(NC(=O)c3ccc(Cl)nc3)c2)cc1 | -21 | -4% | -11% | 0% | -4 | -3% | -25% | 3 | ? | -1
Cc1ccc(C2=CC(c3cccs3)n3nnnc3N2)cc1 (configuration not stated) | -2 | -4% | 5% | 0% | 0 | 11% | 9% | 1 | -5% | -6
O=C(NCc1csc2ccccc12)Nc1cc(Cl)cc(Cl)c1 | -7 | -9% | -8% | nt | 2 | 26% | -33% | 0 | -4% | -17
COc1ccc(-n2nnc3c(SCC(=O)OCc4ccccc4)ncnc32)cc1 | 11 | 1% | 0% | -1% | -1 | 1% | -4% | 7 | -7% | 16
Nc1nc2ccc(C(=O)Nc3ccccc3)cc2s1 | -1 | -6% | 0% | 2% | 1 | 6% | 4% | ? | 0% | -1
COCC1CCN(C(=O)C2CCC(=O)N(CCc3cccc(F)c3)C2)CC1 (configuration not stated) | -6 | 1% | 2% | -4% | nt | 2% | 4% | 5 | 0% | -5
CC(C(=O)Nc1ccc(O)c(C(=O)O)c1)N1C(=O)/C(=C/c2cccs2)SC1=S (configuration not stated) | 7 | ? | -21% | -17% | nt | 2% | -20% | -2 | 15% | 13
CN1CCCN(C(=O)c2ccc(Br)s2)CC1 | -49 | -6% | -4% | 3% | nt | 14% | 18% | 5 | 5% | -7
CC(C)c1ccc(NC(=O)C2=NNC(=O)CC2)cc1 | -8 | -11% | 1% | 6% | 1 | 1% | 18% | ? | 6% | -5
Nc1nnc(-c2ccc(Cl)cc2Cl)s1 | -2 | -2% | 2% | 1% | -3 | 3%[11.5 µM] | -22% | -2 | 3% | -7
Cn1c2c(c(=O)n(C)c1=O)CN(CC1CCCO1)CN2 (configuration not stated) | 27 | -4% | 4% | 2% | 0 | 9% | -7% | -1 | 1% | 0
COc1ccc(-c2nn(-c3ccccc3)cc2/C=N/N=C(N)N)cc1OC | -9 | 8% | -10% | 1% | -2 | -1% | -51%[inhibitor] | -3 | -5% | 5
CCc1ccc2nc3sc(C(=O)Nc4nnc(CC)s4)c(N)c3cc2c1 | 2 | 15% | -5% | 1% | 2 | 3% | 13% | 1 | -13% | nt
COc1cc(COC(=O)Oc2ccc(CNC(C)=O)cc2OC)c([N+](=O)[O-])cc1OC | 8 | nt | -1% | nt | nt | 16% | 11% | 1 | nt | 10
O=C(NCC1CCCO1)c1cc2ccccc2o1 (configuration not stated) | 6 | 6% | 6% | -4% | nt | 6% | 17% | 7 | 3% | -4
COc1ccc(C(C)=O)cc1CSc1nnc(Nc2c(C)cccc2C)s1 | 11 | 8% | -3% | 0% | 2 | 2% | -4% | -6 | 3% | -1
CC(=O)Nc1nnc(S(=O)(=O)N2CCN(c3ccc(Cl)cc3[N+](=O)[O-])CC2)s1 | -16 | 7% | -10% | -3% | nt | 1% | 7% | 5 | 38%[activator] | 5
SMILES | KCNH2 3.1 inh | MBNL1-CUG inh | ASM inhibitor | GALK inh | FBPA coupling cs | AT treatment | a7 integrin act | TRPV1 ag | CXXC DNA block | KCNH2 WT inh
CSCCC(NC(=O)COc1ccccc1)C(=O)NCC1COc2ccccc2O1 (configuration not stated) | 7 | -3% | nt | 4% | nt | -10% | -5% | -1 | 16% | 11
CCOc1ccccc1C(=O)NCC(=O)N(C)Cc1ccccc1C | 12 | 1% | -4% | 0% | 2 | 12% | -2% | 0 | 1% | 5
COc1ccccc1-c1cccc([C@@H]2C[C@H]3[C@H](CON3C)CN2C(C)=O)c1 | 14 | nt | 0% | nt | nt | nt | 13% | nt | nt | 1
C#CCOCCOCCOCCNc1nc(N2CCN(C(=O)[C@H](CCCCN)n3cc(CN)nn3)CC2)nc(N2CCN(C(=O)[C@H](CCCN=C(N)N)n3cc(C(N)[C@H](C)CC)nn3)CC2)n1 (some centres not stated) | 6 | nt | 0% | nt | nt | -6% | 33% | nt | nt | 6
O=C(NCCCn1ccnc1)c1ccc(Br)o1 | 5 | -6% | 0% | 0% | -1 | nt | 19% | 7 | 14% | 7
O=C(COC(=O)CCC(=O)c1ccc(F)cc1)Nc1ccc(Cl)cn1 | 19 | nt | 7% | nt | nt | -7% | ? | nt | nt | 0
CSc1ccc(CN(C)Cc2cc(=O)oc3c(C)c(C)ccc23)cc1 | -11 | 0% | -15% | -1% | 2 | 3% | -46%[inhibitor] | 30 | 10% | -1
Cc1ccc(/C=C/C(=O)Nc2ccc(S(=O)(=O)Nc3ncccn3)cc2)cc1 | 2 | -4% | -3% | -4% | 6 | -2% | 16% | -4 | 2% | -25
CCn1nc(C)cc1-c1nnc(Sc2ncc([N+](=O)[O-])s2)n1C | -29 | ? | -2% | -3% | -2 | -2% | -75%[inhibitor] | -5 | -2% | 0
COc1ccc(C[C@@H]2CN3C(=NC[C@@H]3C)N2C[C@H](C)NC(=O)c2ccc(C)c(Br)c2)cc1 | ? | -3% | 3% | -4% | 3 | -16% | -38% | 0 | 21% | -30
CC1(C)Cc2ccccc2/C(=C/C(=O)c2ccccc2)N1 | 0 | 14% | -13% | -2% | -2 | 2% | -13% | ? | 10% | 0
Cc1cnc(NC(=O)c2cc(S(=O)(=O)N(C)C)ccc2N2CCCC2)s1 | 22 | nt | -3% | nt | nt | 6% | -37% | nt | nt | 7
COc1ccc(N2CCN(C(=O)COC(=O)c3ccc(OC(F)F)cc3)CC2)cc1 | -4 | nt | 0% | nt | nt | -3% | 15% | 1 | nt | 8
O=C(c1cc(-c2ccc(F)cc2)on1)N1CCN(c2ccc(F)cc2)CC1 | -6 | 2% | -7% | 0% | -1 | -7% | 27% | 16 | 46%[activator] | 9
COc1ccc(CN2CCN(C3CCC3)CC2CCO)cc1C (configuration not stated) | 0 | 2% | 4% | 0% | 0 | -1% | 25% | 3 | -3% | 7
O=S1(=O)CCOC[C@H](CC2CCCCC2)N1Cc1cccc(F)c1 | 20 | -7% | -2% | nt | -1 | -2% | 4% | 22 | 3% | nt
Cn1c2c(c3ccccc31)CC/C2=N\O | 1 | 8% | -6% | 1% | 0 | -10% | 2% | -3 | -2% | -15
C/C(=N\NC(=O)Cc1ccc(F)cc1)c1ccc(F)cc1 | -12 | -3% | 4% | 2% | 1 | 3% | 2% | -3 | 9% | -2

Molecules listed so far that contain an NH in an aromatic ring, in the order listed:
SMILES | KCNH2 3.1 inh | MBNL1-CUG inh | ASM inhibitor | GALK inh | FBPA coupling cs | AT treatment | a7 integrin act | TRPV1 ag | CXXC DNA block | KCNH2 WT inh
CCCc1[nH]nc2c1C(c1ccc(O)c(OC)c1)C(C#N)=C(N)O2 (configuration not stated) | 7 | 5% | -4% | 2% | -1 | 4% | -31% | -3 | -4% | -5
Cc1cccc(NC(=O)CSc2nnc(-c3n[nH]c4ccccc34)o2)c1 | 10 | 31%[activator] | -1% | 1% | 2 | 0% | -3% | -3 | 7% | -6

High-throughput results (PubChem BioAssay)
